H9c2 TAG inh = inhibitors of triacylglycerol accumulation. H9c2 cells, Nile Red lipid (TAG) fluorescence; cells loaded with 200 µM oleic acid. inhibition, % at 12.5 µM. 230,000 tested, 0.66% active;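 active means pattern-corrected inhibition of lipid staining of at least 50% with the nuclear-stain viability signal not falling by more than 50%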;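 further: 0% = DMSO wells and 100% = triacsin C control wells; some results filed as inactive read as strong as hits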
H9c2 TAG inh DAPI viability = recorded beside H9c2 TAG inh, whose call it bears; DAPI nuclei signal change (viability), lower = more cytotoxic, %;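 whole-well DAPI fluorescence read on a plate reader as a viability signal; minus 50 percent equals half of cells still viable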
The depositor's hits bear a star. This is a subset. The share of hits here may be higher or lower than overall.

SMILES	H9c2 TAG inh	H9c2 TAG inh DAPI viability
CC1CCC(C(C)C)C(=O)/C1=C/c1ccc(N)cc1 (centres undefined)	8	7
Cc1cccc2sc(NNC(=O)C3=COCCO3)nc12	20	-8
CC(=O)Nc1ncc(Cc2cccc(Cl)c2)s1	-11	-3
O=C(Nc1cc(S(=O)(=O)N2CCCCC2)ccc1N1CCOCC1)c1cc(=O)[nH]c2ccccc12	0	1
O=C(OC(C(=O)NCc1cccs1)c1ccc(F)cc1)c1ccco1 (centres undefined)	-8	1
CC(C)[N+](C)(C)CC(O)CN(c1ccccc1)c1ccccc1 (centres undefined)	11	-8
Cc1c(NC(=S)NC(=O)c2cccc(Br)c2)c(=O)n(-c2ccccc2)n1C	-1	8
Cc1ccc2nc(N(CCCN(C)C)C(=O)c3ccc(S(=O)(=O)N4CCc5ccccc5C4)cc3)sc2c1	69*	-32*
COc1ccc(N2CCN(C(=S)Nc3ccc(C)cc3)CC2)cc1	1	-3
N/C(=N\OC(=O)/C=C/c1ccccc1)c1ccc(Cl)cc1	-15	10
COc1cccc(CN2CC(C(=O)N3CCN(C(C)C)CC3)CCC2=O)c1 (centres undefined)	5	5
O=S(=O)(Nc1cccc(-c2cn3ccsc3n2)c1)c1ccc(F)cc1	-18	0
Cc1cc(N2CCOCC2)nc2ccc(NC(=O)C3CCC(C)CC3)cc12 (centres undefined)	54*	23*
Cc1ccc2c(n1)sc1c(-c3ccc(Br)cc3)c(C#N)c(N)nc12	49	64
O=C(Nc1ccccc1)Nc1ccc(Oc2cccnc2)nc1	-1	5
CCc1ccc(C(O)c2ncc(-c3ccccc3OC)[nH]2)cc1 (centres undefined)	-6	-1
O=C(COC(=O)C1(c2ccccc2)CC1)NNC(=O)c1ccccc1	6	3
Cc1c(C(=O)Nc2ccccn2)oc2ccc(Br)cc12	-14	9
COc1ccc(S(=O)(=O)N2CCCCC2)cc1NC(=O)c1cc(C)on1	-14	3
O=C(CN1CCCCCC1)Nc1ccc(Oc2ccccc2)cc1	1	17
CCOC(=O)c1cn(CC2CC2)c2cc(F)c(F)cc2c1=O	4	7
CN(C(=O)C1CCOC1)c1nnc(-c2ccccn2)s1 (centres undefined)	11	-1
N/C(=N\OC(=O)/C=C/c1ccccc1Cl)c1cccnc1	-7	1
C=Cn1c(N2CCOCC2)nc2c1c(=O)[nH]c(=O)n2C	-20	9
CN=C1SC(CC(=O)Nc2ccccc2F)C(=O)N1/N=C/c1ccc(O)c(OC)c1 (centres undefined)	19	-8
FC(F)(F)c1ccccc1CN1CCC(Cc2ccccc2)CC1	9	-7
COc1ccc(/C=N/NC(=O)c2cccc([N+](=O)[O-])c2)cc1OC(=O)c1ccc(C)cc1	-1	-2
Clc1ccc(-c2nnc3sc(Cc4cccs4)nn23)cc1	1	6
Cc1ccc(CN2CCN(Cc3nc4ccccc4nc3C)CC2CCO)cc1 (centres undefined)	1	14
Cc1ccc(NC(=O)CSc2nnnn2C)cc1S(=O)(=O)N1CCCCC1	-16	4
C=CCn1c(COc2ccccc2)nnc1SCC(=O)C(C)(C)C	2	0
O=[N+]([O-])c1nn(-c2ccc3c(c2)OCCO3)n(O)c1=NC1CCCCC1	17	0
CC1CCc2[nH]c3ccc(C(=O)O)cc3c2C1 (centres undefined)	9	5
COCC1CCN(C(=O)CCc2nnc(C3(c4ccc(Cl)cc4)CCC3)o2)CC1	-12	-5
O=[N+]([O-])c1ccccc1C1Nc2cccc3cccc(c23)N1	-3	8
CCC1=NN2C(=N)/C(=C\c3cccn3-c3cccc(Cl)c3)C(=O)N=C2S1	1	-6
COCCNC(=O)C(c1ccc(F)cc1)N(CC1CCCO1)C(=O)CCC(=O)Nc1ccccn1 (centres undefined)	-1	-2
COc1ccc(NS(=O)(=O)c2cccc(C(=O)N3CCOCC3)c2)cc1	15	-17
Cn1cc(S(=O)(=O)N2CCN(c3ccccc3F)CC2)c(=O)n(C)c1=O	-23	1
CCOc1nc(CC(C)C)c2c(c1C#N)CC(C)(C)OC2	-2	5
CCCCC[C@H]1CN(CCCC)C(=O)[C@@H]1CC(=O)NCc1ccc(OC)cc1	-18	2
O=C(c1cccc(NS(=O)(=O)c2cccc([N+](=O)[O-])c2)c1)N1CCOCC1	-1	2
COc1ccc(CNC(=O)C2(CC3CC(c4ccccc4)=NO3)CCN(C(=O)C3CCCC3)CC2)cc1 (centres undefined)	6	1
CCOC(=O)C1=C(CC)NC2=C(C(=O)CCC2)C1c1ccc(OC)c(OC)c1 (centres undefined)	18	-11
COc1ccc(-c2sc3ccc(N4CCOCC4)cc3c2C#CCO)cc1	26	153
C[C@H](CO)N1C[C@H](C)[C@@H](CN(C)S(=O)(=O)c2ccc(F)cc2)Oc2c(NC(=O)Nc3ccc4c(c3)OCO4)cccc2C1=O	14	-6
O=C(Oc1ccc2ccc(=O)oc2c1)c1ccco1	5	7
C=CCn1c(C)cc(C(=O)COC(=O)c2cncc(Br)c2)c1C	8	3
O=C(C[C@@H]1C[C@H]2c3cc(NC(=O)NC4CCCCC4)ccc3O[C@H]2[C@H](CO)O1)NC1CCCCC1	-8	-3
COc1ccc(S(=O)(=O)n2cnc3ccccc32)cc1	-5	-2

(next part)
SMILES	H9c2 TAG inh	H9c2 TAG inh DAPI viability
C/C=C/c1ccc(OCC(=O)N(C)CC(=O)Nc2ccc(F)cc2)c(OC)c1	7	-9
COc1cccc(C(=O)Nc2ccc3c(C)cc(=O)oc3c2)c1	12	-3
COC(=O)[C@]1(Cc2ccccc2)N[C@H](CN(C)C(=O)c2ccc(C(C)(C)C)cc2)[C@@H]2C(=O)N(Cc3ccccc3)C(=O)[C@@H]21	43	-2
CS(=O)(=O)NCc1nnc(SCc2c(F)cccc2Cl)o1	9	-8
O=C(NNC(=O)c1ccccc1OCc1ccccc1)c1ccccc1O	3	-8
Cc1cc(C)nc(NC(=S)Nc2cccc(F)c2)c1	-10	9
Cc1ccc(C)c(S(=O)(=O)N2CCCCC2CCNC(=O)C(=O)NCc2ccco2)c1 (centres undefined)	-1	-5
O=C(CSC1=NS(=O)(=O)c2ccccc2N1)N1CCCCC1	-3	-11
CC(C)(C)N(CC#CCC(O)(c1ccccc1)c1ccccc1)CCO	-14	7
COc1ccc(CCNC(=O)CCC(=O)c2cccs2)cc1OC	12	-3
Cc1ccc(CNC(=O)c2cc(-c3cc(C)cc(C)c3O)n[nH]2)cc1	-6	3
CCOC(=O)C1C(=O)NC(c2ccccc2)=NC1c1ccc(Br)cc1 (centres undefined)	-8	15
Cc1ccc(C(=O)CSc2nc3cccnc3n2C)cc1	-13	-9
COC(=O)C(C(=O)OC)C(CC(=O)c1ccc(Br)cc1)c1ccccc1 (centres undefined)	-8	-4
Cc1nc2ccc(F)cc2cc1C(=O)Nc1ccc(Cl)c(Cl)c1	1	-1
Cc1nc2ccccn2c1/C(O)=C1\C(=O)C(=O)N(CCN(C)C)C1c1ccco1 (centres undefined)	13	1
O=C(CNC(=O)c1ccc2c(c1)OCO2)Nc1ncccc1O	18	-11
Cc1cc(C(=O)Cn2c(CO)nc3ccccc32)c(C)n1C	-28	16
N/C(=N\OC(=O)c1ccccc1[N+](=O)[O-])c1cccnc1	-2	4
COc1ccc(C2CC(=O)Oc3c(C(C)C)ccc(C)c32)cc1 (centres undefined)	-2	1

Part of the list above, comma-delimited:
SMILES,H9c2 TAG inh,H9c2 TAG inh DAPI viability
Cc1ccc(CNC(=O)c2cc(-c3cc(C)cc(C)c3O)n[nH]2)cc1,-6,3
CCOC(=O)C1C(=O)NC(c2ccccc2)=NC1c1ccc(Br)cc1 (centres undefined),-8,15
Cc1ccc(C(=O)CSc2nc3cccnc3n2C)cc1,-13,-9

(further entries)
SMILES	H9c2 TAG inh	H9c2 TAG inh DAPI viability
CCOc1ncccc1C(=O)Nc1nnc(C2CC2)s1	14	0
CN1CCN(CCC(=O)Nc2ccccc2Cl)CC1	1	2
COc1ccc(/C=N/NC(=O)CC(=O)NCCc2ccccc2)cc1OC	33	-54
Cc1ccc(C(CCN(Cc2ccccc2)C(=O)c2ccco2)c2ccco2)cc1 (centres undefined)	-6	-6
Cc1cc2cccc(C)c2nc1SCC(=O)NNC(=O)c1ccco1	-1	7
CCC[N+]1(CC#CC2(O)CCCCC2)CCOCC1	7	-8
Nc1c(C(=O)NCc2cccs2)nnn1CC(=O)Nc1cccc(Cl)c1	-26	-3
COc1ccc(-c2nc3ccccc3c(=O)o2)cc1OC	-16	80
N#Cc1ccc(OCC(=O)NCC2(N3CCCCC3)CCCCC2)cc1	4	-3
COc1ccc(/C=N/NC(=O)c2ccc(COc3cccc4cccnc34)cc2)cc1O	0	0
Cc1ccc(COC(=O)c2cc(S(=O)(=O)N3CCCCC3)ccc2N2CCOCC2)cc1	-32	-11
CN(C)C(=O)c1ccc(NC(=O)COC(=O)c2cc(S(=O)(=O)N(C)C)ccc2N2CCCC2)cc1	2	10
COc1ccc2nc(C)c3cc(C)oc3c2c1	-15	12
CCCOc1ccc(C2/C(=C(/O)c3ccccc3)C(=O)C(=O)N2CCCN(C)C)cc1OC (centres undefined)	-23	-4
O=C(COC(=O)c1ccc2ccccc2c1O)NCC(F)(F)F	-4	0
O=C(C1CCN(c2ncnc3c2sc2cccc(F)c23)CC1)N1CCOCC1	-1	0
COc1ccc(C(=O)NC(=S)Nc2ccc(N3CCCC3)cc2)cc1	-17	17
Cn1c(CCNC(=O)C2CCCCC2)nc2cc([N+](=O)[O-])ccc21	5	-15
Cc1[nH]n(-c2ccc([N+](=O)[O-])cc2)c(=O)c1C=NCCN1CCN(C(=O)c2ccc(Br)cc2)CC1	-3	-2
O=C(Nc1nc2ccccc2n1CCN1CCOCC1)c1ccc(Cn2cc([N+](=O)[O-])cn2)o1	-3	4
O=C(COC(=O)CNS(=O)(=O)c1ccc(F)c(F)c1F)NC1CCCC1	19	-4
O=C(Cn1cnc2ccccc2c1=O)c1c[nH]c2ccccc12	27	-14
Cc1ccc(Cn2c(=O)n(CCC(=O)NCc3ccc4c(c3)OCO4)c(=O)c3ccccc32)cc1	-13	15
Fc1ccc(CSc2nnc(-c3cccnc3)o2)cc1	-3	3
CC(C)c1ccc(CN2CCN(C(=O)CCl)CC2)cc1	43	-22
Cc1ccsc1C(=O)OCC(=O)NC1CCCCC1C (centres undefined)	15	-1
COc1ccccc1CN1CCN(Cc2nc(Cc3ccccc3)no2)CC1	-3	3
Cc1nc2cc(NC(=O)Nc3cccc([N+](=O)[O-])c3)ccc2n1C	-4	-5
CC1(C(=O)NCCCNc2ncc(C(F)(F)F)cc2Cl)C=CCN1C(=O)c1ccccc1 (centres undefined)	4	0
COc1ccc(CN2CCN(C(=O)c3ccc4c(c3)CCC4)CC2)cc1OC	-35	4
COC(=O)CSC1=C(C#N)C(c2cccc(F)c2)CC(=O)N1 (centres undefined)	-1	-8
COc1cc(C(=O)Nc2ccc(C(=O)c3cccs3)cc2)cc(OC)c1OC	16	-6
CCCOC(=O)C1[C@H]2C(=O)N(Cc3ccco3)C[C@]23C=C[C@H]1O3 (some centres undefined)	-6	3
Cc1c(C)n(C(=O)CN2CCC(C)CC2)c2ccccc12	-78	10
O=Cc1c(N2CCN(CCO)CC2)nc2ccccn2c1=O	1	1
COc1cc(OC)cc(-c2c(-c3cccs3)c3cc(-c4ccc5c(c4)OCCO5)ccc3n2C)c1	-62	147
Cc1nnsc1C(=O)NNc1ccc(C(C)(C)C)cc1	-17	-5
COc1ccc(NC(=O)COC(=O)/C=C/c2cccs2)c(OC)c1	-16	1
COc1cc(NC(=O)C2CCCN2S(=O)(=O)c2cccc3cccnc23)cc(OC)c1OC (centres undefined)	6	0
Cc1cccc(-c2nnc(SCC#N)n2Cc2ccccc2)c1	6	-3
C#CCOCCOCCOCCNc1nc(N2CCN(C(=O)CCCCCCCCCCNC(=O)[C@H]([C@@H](C)CC)n3cc(CCCCN=C(N)N)nn3)CC2)nc(N2CCN(C(=O)CCCCCCCCCCNC(=O)[C@H](CO)n3cc(CCCCCN)nn3)CC2)n1	-36	17
Fc1ccc(CSc2nc3ccccc3[nH]2)c2ccccc12	11	-2
O=C(NCc1ccccc1)OCCN1CCN(Cc2ccccc2)CCC1=O	-15	5

3 compounds from above, arranged by molar mass, smallest number first.
SMILES	H9c2 TAG inh	H9c2 TAG inh DAPI viability
Fc1ccc(CSc2nc3ccccc3[nH]2)c2ccccc12	11	-2
O=C(NCc1ccccc1)OCCN1CCN(Cc2ccccc2)CCC1=O	-15	5
C#CCOCCOCCOCCNc1nc(N2CCN(C(=O)CCCCCCCCCCNC(=O)[C@H]([C@@H](C)CC)n3cc(CCCCN=C(N)N)nn3)CC2)nc(N2CCN(C(=O)CCCCCCCCCCNC(=O)[C@H](CO)n3cc(CCCCCN)nn3)CC2)n1	-36	17

6 compounds drawn at random from those above, as already listed:
SMILES	H9c2 TAG inh	H9c2 TAG inh DAPI viability
O=Cc1c(N2CCN(CCO)CC2)nc2ccccn2c1=O	1	1
CCCOC(=O)C1[C@H]2C(=O)N(Cc3ccco3)C[C@]23C=C[C@H]1O3 (some centres undefined)	-6	3
COC(=O)CSC1=C(C#N)C(c2cccc(F)c2)CC(=O)N1 (centres undefined)	-1	-8
COc1ccc(NC(=O)COC(=O)/C=C/c2cccs2)c(OC)c1	-16	1
C#CCOCCOCCOCCNc1nc(N2CCN(C(=O)CCCCCCCCCCNC(=O)[C@H]([C@@H](C)CC)n3cc(CCCCN=C(N)N)nn3)CC2)nc(N2CCN(C(=O)CCCCCCCCCCNC(=O)[C@H](CO)n3cc(CCCCCN)nn3)CC2)n1	-36	17
Cc1nnsc1C(=O)NNc1ccc(C(C)(C)C)cc1	-17	-5

Screening data (PubChem BioAssay)
